Bioassay records deposited in PubChem BioAssay by Sanford-Burnham Center for Chemical Genomics.
Hsp70 inhibitors: Hsp70 inhibitors, probe displacement, primary screen, biochemical, fluorescence polarization (AID 583); displacement, % at 20 µM, or IC50 in µM where a hit was titrated; 140,000 tested, 0.06% active; Hsp70 fluorescence polarization probe displacement, mP; higher % means a stronger effect; in the data active means displacement above about 50%;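 further: plate controls were vehicle for no effect and reference ligand for full effect; a part of the inactive calls stands beside numbers as strong as those of hits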
MKP-3 inhibition: inhibition of rat DUSP6 enzyme activity – biochemical, in vitro, primary screen (AID 425); recombinant MKP-3 phosphatase activity, fluorescence; higher % means a stronger effect; one-dose inhibition, % at 20 µM; IC50 in µM for titrated hits; 110,000 tested, 0.17% active; in the data active means inhibition above about 50%;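 further: plate controls were vehicle for no effect and reference inhibitor for full effect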
* = called active by the depositor; . = not tested or not shown; & = joins results of further samples. Not all compounds are listed; count on the stated rates, not on these rows.

Order of values: Hsp70 inhibitors | MKP-3 inhibition
[1] O=C(Nc1ccc(Br)c(Cl)c1)c1ccco1
    -4.0%&-0.8% | -18%&2%
[2] Cc1ccc(Nc2nc(-c3ccccc3)cs2)cc1
    2.8% | 2%
[3] N#Cc1c(N)nc2c(c1-c1ccncc1)CCCCCC2
    -1.7% | .
[4] CC(C)C(c1nnnn1C1CCCC1)N1CCOCC1 (centres undefined)
    3.3% | .
[5] COc1ccc2oc(=N)c(-c3nnc4n3CCCCC4)cc2c1
    -4.3% | .
[6] COc1ccc(CCNC2CC(=O)N(c3ccc(F)cc3)C2=O)cc1OC (centres undefined)
    -2.1% | 0%
[7] CCOc1ccc(C(=O)OCn2nnc3ccccc3c2=O)cc1OC
    -0.9% | -12%
[8] CC1CN(Cc2ccccn2)CCC1=O (centres undefined)
    -4.4% | 5%
[9] CC1=C(C#N)C(c2cccnc2)C2=C(CC(c3ccc(Cl)cc3)CC2=O)N1 (centres undefined)
    12% | .
[10] COc1ccc(OCc2nnc(SCC(N)=O)n2-c2ccccc2OC)cc1
    4.7% | 2%
[11] O=C(c1ccco1)N(O)c1ccccc1
    -0.7% | 1%
[12] COc1cccc(C2CC(c3ccccc3Cl)n3nc(N)nc3N2)c1 (centres undefined)
    -1.9% | 5%
[13] O=C(Nc1c(-c2ccccc2)nc2ccc(Cl)cn12)c1cccs1
    -5.8% | 3%
[14] COc1cc(-c2nnc(SCC(=O)c3ccc(C)cc3)o2)cc(OC)c1OC
    102% | -2%
[15] COc1ccc(OC)c(C(=O)c2coc3ccc(OCC(=O)O)cc23)c1
    -0.7% | .
[16] CC(=O)c1ccc(OCC(O)CN2CCN(CCO)CC2)cc1 (centres undefined)
    -0.7% | 2%
[17] CCOC(=O)c1nn(-c2cc(C(=O)OC)cc(C(=O)OC)c2)cc1O
    -0.9% | -3%
[18] CN(C)c1ccc(/C=C/C(=O)c2ccc3ccccc3c2)cc1
    -42% | 2%
[19] COc1ccc(N2CCN(C(=O)CN(CCc3ccccc3)S(C)(=O)=O)CC2)cc1
    4.1% | .
[20] CCOC(=O)N1CCN(C(=O)c2ccc(NS(C)(=O)=O)cc2)CC1
    -1.9% | -7%
[21] Cn1c(=O)oc2cc(S(=O)(=O)NCCC(=O)NC3CCCC3)ccc21
    -4.0% | 5%
[22] Oc1ccc(/C=N/Nc2nc(N3CCOCC3)nc(N3CCOCC3)n2)c(O)c1
    -0.2% | -1%
[23] COc1ccc(OCc2nnc3n2N=C(c2ccc(OC)cc2)CS3)cc1
    -4.3% | 6%
[24] C=C(C)CSc1nc2sc3c(c2c(=O)n1Cc1ccccc1)CCC3
    -0.8% | 2%
[25] Cc1c(C)c2ccc(OCC(=O)N(C)C)c(C)c2oc1=O
    -3.6%&-4.1% | -12%&1%
[26] O=C(Nn1c(O)c(C=C2N=c3ccccc3=N2)sc1=S)c1ccccc1Cl
    6.0% | .
[27] Cc1ccc(-c2nn(C)c(=O)c3ccccc23)cc1CN1CCOCC1
    -1.3% | -4%
[28] CC1=CCC2C(=O)N(c3nc(C)cc(C)n3)C(=O)C2C1 (centres undefined)
    5.2% | -4%
[29] CCOc1ccc(N2C(=O)c3cccnc3C2=O)cc1
    -5.4% | 4%
[30] N#Cc1ccc(NC(=O)CN2C(=O)NC(Cc3ccccc3)C2=O)cc1 (centres undefined)
    -0.8% | 0%

Six entries from above, arranged by their value in MKP-3 inhibition, lowest first.
Order of values: Hsp70 inhibitors | MKP-3 inhibition
[27] Cc1ccc(-c2nn(C)c(=O)c3ccccc23)cc1CN1CCOCC1
    -1.3% | -4%
[17] CCOC(=O)c1nn(-c2cc(C(=O)OC)cc(C(=O)OC)c2)cc1O
    -0.9% | -3%
[6] COc1ccc(CCNC2CC(=O)N(c3ccc(F)cc3)C2=O)cc1OC (centres undefined)
    -2.1% | 0%
[11] O=C(c1ccco1)N(O)c1ccccc1
    -0.7% | 1%
[21] Cn1c(=O)oc2cc(S(=O)(=O)NCCC(=O)NC3CCCC3)ccc21
    -4.0% | 5%
[23] COc1ccc(OCc2nnc3n2N=C(c2ccc(OC)cc2)CS3)cc1
    -4.3% | 6%

Additional structures.
Order of values: Hsp70 inhibitors | MKP-3 inhibition
[31] Cc1cccc(C)c1NC(=O)Cn1nnc(-c2ccc(N3CCOCC3)cc2)n1
    2.4% | 8%
[32] CCOc1ccc(OCC)c(NC(=O)CN(c2ccc(C)cc2)S(=O)(=O)c2c(C)noc2C)c1
    3.3% | -8%
[33] O=C(COc1ccc(S(=O)(=O)NC2CCCC2)cc1)N1CCCCCC1
    -2.7% | -7%
[34] Cc1ccc(-c2noc(CN(C(=O)Cc3ccccc3)C(C)C)n2)cc1
    4.2% | .
[35] CCCOc1ccc2ccc(=O)oc2c1
    -1.9% | 4%
[36] CC(C)CCn1c(=O)c2ccccc2n2c(CN(C)Cc3ccccc3)nnc12
    -2.1% | -8%
[37] COc1ccccc1-c1c(C(F)(F)F)oc2c(CN3CCOCC3)c(O)ccc2c1=O
    0.3% | 5%
[38] COc1ccc(/C=C2\SC(=O)N(c3cccc(O)c3)C2=O)cc1
    1.3% | -1%
[39] C=CCNc1nc(N2CCOCC2)c(C#N)c2c1CN(C)CC2
    2.6% | 0%
[40] COc1cccc(C(=O)Nc2ccc(I)cc2Cl)c1
    1.2% | 1%
[41] CCN1C(=O)c2cccc3c(NC(=O)c4ccc(S(=O)(=O)N5CCOCC5)cc4)ccc1c23
    3.0%&-0.4% | -8%&-6%
[42] CCOc1cc(-c2nc3cc(C)ccn3c2NCC2CCCO2)ccc1O (centres undefined)
    -0.2% | -11%
[43] COc1ccc(OC)c2c(C)cc(NCCN3CCOCC3)nc12
    0.5% | 1%
[44] Cc1c(Nc2nc(-c3ccccc3)c(NC(=O)c3ccccc3)s2)c(=O)n(-c2ccccc2)n1C
    -2.1% | 3%
[45] O=S(=O)(c1cccs1)N1CCN(CC(O)COc2cc(Cl)ccc2Cl)CC1 (centres undefined)
    16% | 6%
[46] CCSc1nnc(NC(=O)c2ccccn2)s1
    -2.0% | -2%
[47] Cc1nc2ccccc2n1C(=O)c1cc(Cl)ccc1Cl
    . | -1%
[48] COC(=O)c1ccc(NC(=O)C2CCCO2)cc1 (centres undefined)
    -5.3% | 0%
[49] CCn1cc(C(=O)O)c(=O)c2cc(F)c(N/N=C/c3ccccc3[N+](=O)[O-])cc21
    -1.8% | 2%
[50] COc1ccc2[nH]cc(C(=O)CN(C)CCc3ccc(OC)c(OC)c3)c2c1
    -2.8% | 0%
[51] CCOc1cc(C(=O)OCC(=O)NCc2ccco2)cc(OCC)c1OCC
    -2.9% | 7%
[52] CCc1ccccc1N(CC(=O)NCc1ccco1)C(=O)c1snc(C(N)=O)c1N
    7.8% | -9%
[53] O=C(C1CCCN(S(=O)(=O)c2ccc(F)cc2)C1)N1CCCC1 (centres undefined)
    0.5% | -11%
[54] Cc1cc(C)c(C(=O)c2ccc(C(=O)Nc3cc(C)c(O)c(C)c3)cc2)c(C)c1
    2.8% | 3%
[55] O=C(Cn1nc(-c2ccccc2)ccc1=O)Nc1ccc(N2CCN(C(=O)c3ccccc3)CC2)cc1
    -1.8% | -2%
[56] O=C(O)C1CC(c2cccc(Br)c2)=NO1 (centres undefined)
    0.2% | -8%
[57] Cc1ccccc1-c1nnn(CC(=O)c2ccc(S(=O)(=O)N3CCCC3)cc2)n1
    5.3% | -14%
[58] C=CCN1C(=O)/C(=C\C=C\c2ccccc2)SC1=S
    -7.8% | 0%
[59] COc1cccc(-c2cc(C(F)(F)F)n3nc(N)nc3n2)c1
    -3.0% | -8%
[60] O=C(c1ccco1)N1CCN(C(=O)C(c2ccccc2)c2ccccc2)CC1
    -0.7% | .
[61] CCN(CC)S(=O)(=O)c1ccc(NC(=O)C2COc3ccccc3O2)cc1 (centres undefined)
    0.5% | 3%
[62] O=C(NCCNc1ccc(C(F)(F)F)cc1[N+](=O)[O-])c1cc(F)c(F)cc1Cl
    -1.3% | 0%
[63] O=C(CSc1nc2ccc([N+](=O)[O-])cc2s1)NCc1ccco1
    1.6% | 6%
[64] c1ccc2nc(-c3nc4ccccc4o3)ccc2c1
    -2.5% | -3%
[65] CC(=O)NC(=N/OC(C)=O)/C(=N/OC(C)=O)c1nc2ccccc2[nH]1
    -4.5% | 1%
[66] O=C1CC(N2CCN(c3ccc(Cl)cc3)CC2)C(=O)N1c1cccc(Cl)c1 (centres undefined)
    0.6% | 0%
[67] COc1cc(C(c2c(C)[nH][nH]c2=O)c2c(C)[nH][nH]c2=O)ccc1OC(=O)c1ccccc1Cl
    2.0% | 6%
[68] O=C(c1ccncc1)N1CCN(S(=O)(=O)c2ccccc2)CC1
    0.7% | 3%
[69] COCCNC(=O)C(c1cccs1)N(C(=O)Cn1nnc2ccccc21)c1ccccc1 (centres undefined)
    4.6% | -4%
[70] COC(=O)C1=C(C(C)=O)C(c2ccc(C)cc2)n2nnnc2N1 (centres undefined)
    2.9% | 0%
[71] CN(C(=O)COc1cc(=O)n(C)c2ccccc12)c1cccc(Cl)c1
    -1.0% | -1%
[72] Cn1c(=O)[nH]c(=O)c2c1nc(N1CCOCC1)n2CCN1CCOCC1
    7.6% | -5%
[73] O=[N+]([O-])c1ccc2nccc(Cl)c2c1
    1.5% | -3%
[74] Cn1c(C(=O)N2CCCc3ccccc32)cc2c(=O)n3ccccc3nc21
    -1.0% | 7%
[75] COC(=O)C1=C(C)N(c2cc(C)cc(C)c2)/C(=C/c2ccco2)C1=O
    1.4% | 3%
[76] Cc1cc(C)c(C#N)c(OCC(=O)c2ccc(Br)cc2)n1
    -1.8% | .
[77] CC(=O)Nc1ccc(S(=O)(=O)NC2(C(F)(F)F)C(=O)Nc3c2c(=O)n(C)c(=O)n3C)cc1 (centres undefined)
    -1.3% | .
[78] CCC(C)c1ccc(NC(=O)CC(C)=O)cc1 (centres undefined)
    . | -8%
[79] OCCn1c(C(F)(F)F)nc2ccccc21
    12% | .
[80] COC(=O)c1ccc2c(c1)N(Cc1nc(-c3ccc(Cl)cc3)oc1C)C(=O)C1CCCN21 (centres undefined)
    -31% | 9%
[81] CCN1CCN(C(=O)c2ccccc2N(Cc2ccccc2)S(C)(=O)=O)CC1
    3.2% | -1%
[82] CC(C)C(NC(=O)C1CCCCC1)C(=O)N1CCN(c2ccc(F)cc2)CC1 (centres undefined)
    0.8% | -4%
[83] CCCC(C)NC(=O)c1ccc(F)cc1 (centres undefined)
    -0.9%&-0.6% | -4%&-2%
[84] CCCOC(=O)c1ccc(NS(=O)(=O)c2c(C)cc(C)cc2C)cc1
    1.1% | -3%
[85] CCC(C)(C(=O)NC1CCCCC1)N(C(=O)c1ccccn1)c1ccccc1 (centres undefined)
    70% | .
[86] CCOC(=O)C1=C(C)OC(N)=C(C#N)C1c1ccsc1 (centres undefined)
    0.2% | 4%
[87] CC(C)C(NS(=O)(=O)c1ccccc1[N+](=O)[O-])C(=O)NC(C)(C)C (centres undefined)
    -1.6% | 2%
[88] S=c1[nH]nc(-c2ccccc2)o1
    0.7% | .
[89] Cc1cccc(-c2nc3c(c(SCC(=O)N(C)C)n2)CCCC3)c1
    -3.7% | .
[90] Cc1ccc(C2(C)NC(=O)N(CC(=O)Nc3ccc4c(c3)OCO4)C2=O)cc1 (centres undefined)
    2.2% | 8%

Among those listed so far, these contain a CF3 group.
Order of values: Hsp70 inhibitors | MKP-3 inhibition
[37] COc1ccccc1-c1c(C(F)(F)F)oc2c(CN3CCOCC3)c(O)ccc2c1=O
    0.3% | 5%
[59] COc1cccc(-c2cc(C(F)(F)F)n3nc(N)nc3n2)c1
    -3.0% | -8%
[62] O=C(NCCNc1ccc(C(F)(F)F)cc1[N+](=O)[O-])c1cc(F)c(F)cc1Cl
    -1.3% | 0%
[77] CC(=O)Nc1ccc(S(=O)(=O)NC2(C(F)(F)F)C(=O)Nc3c2c(=O)n(C)c(=O)n3C)cc1 (centres undefined)
    -1.3% | .
[79] OCCn1c(C(F)(F)F)nc2ccccc21
    12% | .

More structures
Order of values: Hsp70 inhibitors | MKP-3 inhibition
[91] O=C(O)CCc1nc2ccccc2n(CCc2ccccc2)c1=O
    3.8% | -6%
[92] Cc1ccc(-n2c(SCC(=O)OC(C)C)nnc2-c2ccncc2)cc1
    . | -2%
[93] O=C1CN(C(=O)c2cccc(Cl)c2)C(c2ccccc2Cl)c2cc(Br)ccc2N1 (centres undefined)
    1.6% | 9%
[94] O=C(Nc1ccccc1)N1CCCC(c2nc(-c3ccc(F)cc3)no2)C1 (centres undefined)
    0.7% | .
[95] O=C(Nc1ccccc1O)c1ccc2c(c1)C(=O)N(c1cccc(C(=O)c3ccccc3)c1)C2=O
    0.0% | 0%
[96] Cc1ccccc1NC(=O)c1c(NC(=O)Cc2ccccc2)sc2c1CCCC2
    -4.0% | -4%
[97] Fc1cccc2sc(Nc3nnc(-c4ccco4)o3)nc12
    1.2% | -4%
[98] CSc1nnc2c(n1)OC(c1cccc([N+](=O)[O-])c1)Nc1ccccc1-2 (centres undefined)
    -2.8% | -1%
[99] NC(=O)c1nsc(C(=O)N(CCc2ccccc2)C(C(=O)NC2CCCC2)c2ccco2)c1N (centres undefined)
    . | -7%
[100] COc1cccc(C2C(C(N)=O)=C(C)Nc3nc(-c4cccc(Cl)c4)nn32)c1 (centres undefined)
    0.2% | -5%
[101] COc1ccc(C2CC(=O)C3=C(C2)Nc2ccccc2NC3c2cccc(OC)c2OC)cc1OC (centres undefined)
    -3.6% | 2%
[102] Cc1ccc(NC(C)c2cc(Cl)ccc2O)cc1 (centres undefined)
    2.7% | .
[103] CC1COC(c2cccn2Cc2ccccc2Cl)=N1 (centres undefined)
    -1.7% | -18%
[104] COCCCn1c(C2CCCCC2)nc2oc3cc(OC)ccc3c(=O)c2c1=O
    5.0% | 4%
[105] C=CCOc1c(Cl)cc(/C=C2\C(=O)NN(c3ccc(Cl)c(Cl)c3)C2=O)cc1OC
    -2.6% | 17%
[106] Cc1ccc(C(C)NC(=O)c2ccco2)cc1C (centres undefined)
    -4.1% | 1%
